MBD2 inh = blocks human MBD2 binding to methylated DNA; Q9UBB5; TR-FRET, MBD2 binding to methylated oligonucleotide; inhibition, % at 4.4 µM; 370,000 tested, 0.31% active; in the data active means inhibition above about 13%
Target sequence (Q9UBB5 whole entry, looked up): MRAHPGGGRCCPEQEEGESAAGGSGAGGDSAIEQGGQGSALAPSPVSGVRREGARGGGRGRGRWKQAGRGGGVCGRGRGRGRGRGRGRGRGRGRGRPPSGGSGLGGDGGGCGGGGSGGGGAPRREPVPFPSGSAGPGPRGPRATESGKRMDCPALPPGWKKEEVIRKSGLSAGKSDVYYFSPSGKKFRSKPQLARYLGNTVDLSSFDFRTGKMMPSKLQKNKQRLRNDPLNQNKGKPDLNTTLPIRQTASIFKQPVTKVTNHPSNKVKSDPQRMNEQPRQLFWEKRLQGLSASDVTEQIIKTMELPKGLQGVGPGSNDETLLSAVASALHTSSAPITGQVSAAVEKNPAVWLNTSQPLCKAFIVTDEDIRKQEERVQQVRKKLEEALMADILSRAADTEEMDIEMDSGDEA
HTRA1 inhibitor = HTRA1 (human) protease inhibition; Q92743; recombinant HTRA1, FP-rhodamine activity-based probe, fluorescence polarization; inhibition, % at 5.96 µM; 340,000 tested, 0.5% active; AID 504803; in the data active means inhibition above about 36%;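 further: 0% = enzyme with DMSO and 100% = wells lacking enzyme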
ABHD4 inh = ABHD4 (mouse) inhibition, primary FP screen. Q8VD66. purified mABHD4, FP-Rh probe fluorescence polarization. inhibition, % at 8.92 µM. 370,000 tested, 0.54% active;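 active means inhibition exceeding the mean over every tested compound plus 3 SD, cut at about 30% in these data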;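 further: 0% = plate median of compound wells and 100% = S159A mutant with DMSO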
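assay system = mABHD4 protein | compound dosing = single nominal dose of 8.92 µM, 0.89% DMSO final | read-out basis = percent inhibition of probe binding, normalized to plate controls | schedule = Enzyme–compound pre-incubation 45 min, then probe 60 min, both 25 °C | detection = fluorescence polarization, excitation 525 nm, emission 598 nm, BODIPY TMR filters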
TCR CD3 inh = human TCR-CD3 binding inhibition. TAMRA-labeled TCR probe fluorescence, biochemical. 360,000 tested, 0.37% active. inhibition, % at 9.4 µM; in the data active means inhibition above about 19%;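 further: recombinant mutant TCR 2C K166C tagged with TAMRA read by polarization; 0% = receptor in buffer alone and 100% = receptor with positive control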
rCAG RNA binder = molecules binding r(CAG) RNA repeats; r(CAG) RNA repeat, TO-PRO-1 dye displacement fluorescence; inhibition, % at 3 µM; 370,000 tested, 1.3% active;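 active means inhibition above the plate cutoff, the mean of all test compounds on that plate plus 3 SD, cut at about 35% in these data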;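 further: 0% = DMSO alone and 100% = 100 µM mitoxantrone as full dye displacement; higher means more dye released from RNA so lower well fluorescence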
UHRF1 binding = blocks human UHRF1 binding to methylated DNA; Q96T88; UHRF1 binding to methylated oligo, TR-FRET; inhibition, % at 4.4 µM; 370,000 tested, 0.75% active; in the data active means inhibition above about 21%;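 further: UHRF1 SRA domain binding a hemimethylated CpG hairpin DNA probe; 0% = median of test compound wells and 100% = reference inhibitor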
PRMT1 FP inh = blocks human protein arginine methyltransferase 1; recombinant PRMT1, activity-based probe fluorescence polarization; 370,000 tested, 1.3% active; inhibition, % at 2.79 µM; AID 652257;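 active means inhibition above about 21% made by adding two undisclosed values, limit read from the data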
NPR2 activator = GC-B (human) receptor activation; P20594; HEK293-GC-B cells, CNP EC30, cGMP TR-FRET; 0% at EC30 CNP, 100% saturating CNP; activation, % at 10 µM; 370,000 tested, 0.11% active;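 active means activation at 10 µM reaching about 35% in either raw or pattern-adjusted values, limit read from the data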
SIAE inh = inhibitors of human sialic acid acetylesterase SIAE. Q9HAT2. SIAE FP-Rh probe binding, fluorescence polarization. inhibition, % at 9.66 µM. 370,000 tested, 0.69% active. AID 1053197;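 active means inhibition above a cutoff: mean of compounds within the control limits plus 3 SD of those, cut at about 17% in these data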;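 further: 0% = plate median of compound wells and 100% = probe without SIAE protein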
Target sequence (Q9HAT2 whole entry, looked up): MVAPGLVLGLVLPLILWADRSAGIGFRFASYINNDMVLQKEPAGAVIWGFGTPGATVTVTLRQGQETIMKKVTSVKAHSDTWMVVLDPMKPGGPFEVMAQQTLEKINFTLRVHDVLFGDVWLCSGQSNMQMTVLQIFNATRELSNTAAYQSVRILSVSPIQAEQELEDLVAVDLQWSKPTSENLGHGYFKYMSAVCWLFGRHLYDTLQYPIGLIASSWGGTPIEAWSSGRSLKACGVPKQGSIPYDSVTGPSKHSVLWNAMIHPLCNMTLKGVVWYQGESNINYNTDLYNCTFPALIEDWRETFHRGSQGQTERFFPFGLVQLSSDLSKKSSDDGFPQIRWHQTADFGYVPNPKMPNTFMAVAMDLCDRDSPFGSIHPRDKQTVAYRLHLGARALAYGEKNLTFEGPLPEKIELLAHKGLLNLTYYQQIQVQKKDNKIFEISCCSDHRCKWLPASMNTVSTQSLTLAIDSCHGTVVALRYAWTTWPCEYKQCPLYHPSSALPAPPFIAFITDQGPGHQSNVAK
GC-A act = GC-A (human) enzyme activation; P16066; HEK293 GC-A cells, cGMP TR-FRET, EC30 ANP; 0% at EC30 ANP, 100% saturating ANP; activation, % at 10 µM; 370,000 tested, 0.14% active; in the data active means activation above about 40%
The depositor's hits bear a star; · = no result given. A portion of the library (hit frequency here may not be typical).

SMILES	MBD2 inh	HTRA1 inhibitor	ABHD4 inh	TCR CD3 inh	rCAG RNA binder	UHRF1 binding	PRMT1 FP inh	NPR2 activator	SIAE inh	GC-A act
CC(C)(C)C(=O)COC(=O)c1ccc(O)cc1	-3	2	-8	7	-2	-1	-3	-3	3	-3
CS(=O)(=O)N1CCN(c2ccc([N+](=O)[O-])c(NCCN3CCOCC3)c2)CC1	-16	2	1	-6	-3	-8	-1	-5	-4	-2
COc1ccc(C(=O)c2ccc(Cl)cc2)c2ccccc12	6	-8	0	-6	-5	1	1	-1	-9	1
CNc1cncc(-c2ccc(OCCCN(C)C)nc2)n1	-2	·	1	3	0	-2	-2	-5	5	1
O=C(Nc1ccc(OC(=O)c2cccnc2)cc1)c1cccnc1	-6	2	10	8	-5	1	-4	-2	2	-2
C/C(=N\N1CCN(C2c3ccccc3-c3ccccc32)CC1)c1ccco1	2	4	3	9	-6	0	-2	-1	11	-6
COc1ccc(CNC(=O)C2CCN(S(=O)(=O)c3ccc4nc5c(c(C(=O)O)c4c3)CC(C)CC5)CC2)cc1 (stereo unspecified)	1	6	-2	-1	33	2	-1	0	2	-6
Cc1ccc(NC(=O)CCN2CC(C)OC(C)C2)cc1 (stereo unspecified)	6	2	1	-7	3	3	-3	-4	0	-4
O=C(Cc1ccc(-n2cccc2)cc1)NCc1cccs1	1	-8	1	-1	-2	-1	1	6	1	1
CCCCNC(=O)CCC(=O)Nc1ncc(-c2ccc(C)cc2)n1C	-5	-4	-2	-1	-7	-4	-4	7	-1	1
COc1ccc(/C=N\NC(=O)CNC(=O)C(c2ccccc2)c2ccccc2)cc1[N+](=O)[O-]	-1	-15	-15	4	14	-1	-2	-1	-8	-3
CCCn1c(C)cc(/C=C(\C#N)C(=O)OCC(=O)NC(=O)NCC)c1C	1	0	7	-5	-6	-3	3	2	1	-1
COc1ccc(CNC(=O)[C@H](C)NC(=O)C2CCN(S(=O)(=O)c3ccc(F)cc3)CC2)cc1	2	-4	0	4	-3	-1	-2	-7	4	0
COc1ccc(NC(=O)/C(C#N)=C/C=C/c2ccco2)cc1	0	2	2	-6	9	6	13	-2	-3	-2
Cc1nc(NC(=S)NC(=O)COc2ccccc2Cl)ccc1Br	3	2	6	-5	0	6	3	-2	-8	-2
CCCCCCOc1ccc(C(CC(N)=O)C(=O)O)cc1 (stereo unspecified)	-2	0	2	-6	4	3	1	7	-4	-1
COc1ccc(C(=O)NCC(C)(C)N2CCOCC2)cc1S(=O)(=O)N1CCCC1	2	9	-5	-11	-2	0	-1	1	1	0
O=C(Nc1cccc(C(F)(F)F)c1)OC1CCC12CCC(c1ccccc1)CC2 (stereo unspecified)	0	·	-23	·	5	4	5	2	-17	4
Cc1ccc(NC(N)=S)cc1C	-2	-1	-1	-7	-1	0	-3	6	10	3
COc1ccc(Nc2ccc(S(=O)(=O)N3CCCCC3)cc2[N+](=O)[O-])cc1	-1	14	4	2	-1	1	2	9	5	-1
Clc1ccc(N2CCCCCC2)nn1	-4	0	-6	-2	-1	1	-1	4	18*	1
CCOC(=O)C1C(=O)NC(SC)=C(C#N)C1c1ccccc1F (stereo unspecified)	4	2	-2	1	-1	0	0	-2	4	-2
CN1CCN(C(=O)C2CCC(=O)N(Cc3cccc(C(F)(F)F)c3)C2)CC1 (stereo unspecified)	6	0	-7	3	-4	3	1	2	3	2
Nc1nc(-c2ccco2)nn1C(=O)c1ccccc1	-5	4	-7	-1	1	3	0	6	-3	2
COc1ccc(S(=O)(=O)Nc2ccc(C)c(S(=O)(=O)N3CCOCC3)c2)cc1[N+](=O)[O-]	3	12	1	1	15	1	3	0	-6	-2
Cc1nn(C)c(C)c1CNC(=O)c1cnn2c1NC(c1ccccc1)CC2C(F)(F)F (stereo unspecified)	-1	-2	-3	3	-6	2	0	-2	-1	-2
Cc1cc(Nc2cccc([N+](=O)[O-])c2)n2c(nc3ccccc32)c1C#N	7	2	23	0	20	4	4	16	5	17
COc1ccc(-c2csc(N(CCCN(C)C)C(=O)c3ccc(C(C)(C)C)cc3)n2)cc1	1	-9	14	-1	-8	4	4	-1	2	2
O=c1ccn([C@@H]2O[C@H](CNS(=O)(=O)c3cc4ccccc4s3)[C@@H](O)[C@H]2O)c(=O)[nH]1	0	2	-4	5	4	-2	0	6	3	-1
O=C(Cn1nc(C(=O)O)c2ccccc2c1=O)Nc1cccc(S(=O)(=O)N2CCCCC2)c1	0	-16	-9	-7	11	0	-1	2	-13	-1
CCOc1ccc(N(CC(=O)Nc2cccc(Cl)c2)S(=O)(=O)c2c(C)noc2C)cc1	-8	-39	-7	6	5	-1	1	-6	-30	-3
COc1ccc(-c2cc(C3CC3)nc(SCC(=O)c3cccs3)c2C#N)cc1	-4	-1	11	-7	4	2	6	4	1	0
CN(CC(=O)Nc1ccc(F)c(F)c1F)C(=O)C1(c2ccccc2)CC1	2	0	2	-1	0	2	3	-4	1	7
CC1C(=O)N(Cc2cn(CCC3OCCCO3)nn2)CCS(=O)(=O)N1Cc1ccc(-c2ccc(Cl)cc2)cc1 (stereo unspecified)	-5	-16	-13	4	6	-1	0	-4	-5	50*
C[C@@H]1CN([C@H](C)CO)S(=O)(=O)c2ccc(Br)cc2O[C@@H]1CN(C)C(=O)CN1CCOCC1	2	0	4	-5	1	2	5	1	-3	4
N#Cc1cc([N+](=O)[O-])ccc1NCCCn1ccnc1	-5	1	4	-1	-1	-4	-4	-5	4	-5
C[C@H](NC(=O)c1ccccc1Cl)C(=O)OCCOc1cccc(Cl)c1	3	-18	-1	-17	-7	20	5	-3	-9	1
CCc1nc2ccccc2c(C(=O)Nc2cccc(C)c2)c1C	0	0	2	-3	2	-1	1	-1	-3	0
Cc1cc2c(cc1C)[n+](C)cn2CC(O)COCc1ccccc1 (stereo unspecified)	0	3	-2	-1	1	-1	4	0	6	5
O=C(O)C1=C[C@@H](c2coc3ccccc3c2=O)C[C@@H](OCCCCO)O1	-1	-1	2	9	3	0	2	1	-1	-1

No new results follow: an excerpt of the list.
SMILES	MBD2 inh	HTRA1 inhibitor	ABHD4 inh	TCR CD3 inh	rCAG RNA binder	UHRF1 binding	PRMT1 FP inh	NPR2 activator	SIAE inh	GC-A act
O=c1ccn([C@@H]2O[C@H](CNS(=O)(=O)c3cc4ccccc4s3)[C@@H](O)[C@H]2O)c(=O)[nH]1	0	2	-4	5	4	-2	0	6	3	-1
O=C(Cn1nc(C(=O)O)c2ccccc2c1=O)Nc1cccc(S(=O)(=O)N2CCCCC2)c1	0	-16	-9	-7	11	0	-1	2	-13	-1
CCOc1ccc(N(CC(=O)Nc2cccc(Cl)c2)S(=O)(=O)c2c(C)noc2C)cc1	-8	-39	-7	6	5	-1	1	-6	-30	-3
COc1ccc(-c2cc(C3CC3)nc(SCC(=O)c3cccs3)c2C#N)cc1	-4	-1	11	-7	4	2	6	4	1	0
CN(CC(=O)Nc1ccc(F)c(F)c1F)C(=O)C1(c2ccccc2)CC1	2	0	2	-1	0	2	3	-4	1	7
CC1C(=O)N(Cc2cn(CCC3OCCCO3)nn2)CCS(=O)(=O)N1Cc1ccc(-c2ccc(Cl)cc2)cc1 (stereo unspecified)	-5	-16	-13	4	6	-1	0	-4	-5	50*
C[C@@H]1CN([C@H](C)CO)S(=O)(=O)c2ccc(Br)cc2O[C@@H]1CN(C)C(=O)CN1CCOCC1	2	0	4	-5	1	2	5	1	-3	4
N#Cc1cc([N+](=O)[O-])ccc1NCCCn1ccnc1	-5	1	4	-1	-1	-4	-4	-5	4	-5
C[C@H](NC(=O)c1ccccc1Cl)C(=O)OCCOc1cccc(Cl)c1	3	-18	-1	-17	-7	20	5	-3	-9	1
CCc1nc2ccccc2c(C(=O)Nc2cccc(C)c2)c1C	0	0	2	-3	2	-1	1	-1	-3	0
Cc1cc2c(cc1C)[n+](C)cn2CC(O)COCc1ccccc1 (stereo unspecified)	0	3	-2	-1	1	-1	4	0	6	5
O=C(O)C1=C[C@@H](c2coc3ccccc3c2=O)C[C@@H](OCCCCO)O1	-1	-1	2	9	3	0	2	1	-1	-1

The main list resumes, starting two compounds before the break.
SMILES	MBD2 inh	HTRA1 inhibitor	ABHD4 inh	TCR CD3 inh	rCAG RNA binder	UHRF1 binding	PRMT1 FP inh	NPR2 activator	SIAE inh	GC-A act
Cc1cc2c(cc1C)[n+](C)cn2CC(O)COCc1ccccc1 (stereo unspecified)	0	3	-2	-1	1	-1	4	0	6	5
O=C(O)C1=C[C@@H](c2coc3ccccc3c2=O)C[C@@H](OCCCCO)O1	-1	-1	2	9	3	0	2	1	-1	-1
Cc1ccccc1CNC(=O)C1CCC(=O)N(C2CCCCCC2)C1 (stereo unspecified)	0	2	-11	0	-3	3	-1	0	-6	-4
C=CCNC(=O)c1cccc(C(F)(F)F)c1	4	1	-2	0	0	0	1	8	-1	6
COc1ccccc1Nc1ncccc1C(=O)NCc1ccccc1	1	5	-1	-4	5	-8	-1	-12	6	-3
CC1(C(=O)OCc2cc(=O)n3cc(Br)ccc3n2)CC1(Cl)Cl (stereo unspecified)	1	-5	4	5	-2	-2	0	-7	-4	-11
COc1ccc(CN2CCNC(=O)C2CC(=O)N(C)CCC2CCOCC2)cc1OC (stereo unspecified)	-3	0	-4	-2	-1	-3	2	0	2	0
NS(=O)(=O)c1ccc(CCNC(=O)COC(=O)C2CCN(c3ccc(C(F)(F)F)cn3)CC2)cc1	-4	-6	3	-1	3	-1	4	-15	4	-3
O=C(COC(=O)/C=C/c1cccc(F)c1)Nc1cccc(S(=O)(=O)NC2=NCCCCC2)c1	4	-4	-10	-6	5	0	6	-1	-6	-4
Cc1ccc(NC(=O)CSc2ccc(-c3ccco3)nn2)c(C)c1	-2	-1	3	5	0	-3	4	-2	-2	0
O=C(NCc1cccnc1)c1cn(-c2ccccc2)nc1-c1cccs1	-2	-12	-9	-1	-2	-1	0	-4	-2	-3
COc1ccc(S(=O)(=O)NCCC(=O)OCc2cc(=O)oc3cc(C)ccc23)cc1[N+](=O)[O-]	0	-10	1	5	-1	0	-1	-5	-8	-4
COc1ccc(CCNC(=O)c2ccc(NC(=O)CC3SC(N4CCCC4)=NC3=O)cc2)cc1 (stereo unspecified)	-3	6	1	4	1	5	-3	-3	-4	-1
CCCCCC(=O)Nc1cccc(C2=NOC3(C2)C[C@@H](C(N)=O)N(C(=O)c2cc([N+](=O)[O-])cc([N+](=O)[O-])c2C)C3)c1 (stereo partly specified)	1	-4	3	-3	9	8	3	5	3	4
CN(CCO)C(=O)c1nc[nH]c1C(=O)N1CCN(c2ccccc2)CC1	-3	·	3	0	3	-3	2	1	-5	-6
COc1ccc(-n2c(SCC(=O)Nc3cccc(S(N)(=O)=O)c3)nc3ccccc3c2=O)cc1OC	2	-3	-3	-3	12	0	-2	14	-9	8
